Bioassay records from PubChem.
IDE inh = inhibits human insulin-degrading enzyme in HEK cells; 0.41% of 320,000 active; inhibition, % at 5.59 µM; FAbetaB cleavage, fluorescence polarization;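 active = percent inhibition above the average of all tested compounds plus 3 SD, set per screening campaign, cut at about 16% in these data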;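 also: IDE supplied by intact live HEK cells; FP after avidin binding of uncleaved biotin substrate so inhibition keeps polarization high; 0% = DMSO wells and 100% = 60 µM reference IDE inhibitor Ii1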
PfM18AAP inh = PfM18AAP enzyme inhibition; 1.2% of 290,000 active; recombinant PfM18AAP, H-Glu-NHMec fluorogenic cleavage; inhibition, % at 7.35 µM;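 active = inhibition above the campaign mean inhibition over all tested compounds plus 3 SD, cut at about 28% in these data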;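 also: 0% = plate median of test compound wells and 100% = 2 mM ZnCl2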
IMP-1 inhibitor = blocks Pseudomonas aeruginosa IMP-1 metallo-beta-lactamase; inhibition, % at 5.6 µM; 0.45% of 290,000 active; purified IMP-1, nitrocefin hydrolysis, epi-absorbance fluorescence;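 active = inhibition above the mean plus 3 SD of all compounds in the same screening run, cut at about 4.5% in these data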;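 also: 0% = IMP-1 with DMSO and 100% = DMSO wells lacking enzyme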
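System: purified IMP-1; amount: IMP-1 0.2 nM before substrate addition; compound: single dose, 5.6 µM; times: 25 °C, 15 min preincubation, 25 min reaction; signal: Epi-absorbance via hydrolysed-nitrocefin quenching of white-plate fluorescence, 480/530 nm, EDTA stop; benchmarks: DMSO with and without IMP-1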
IDE act = activators of human insulin-degrading enzyme in cells; activation, % at 5.96 µM; 0.073% of 340,000 active; AID 493087; HEK cells, FAbeta-B cleavage, fluorescence polarization; 0% vehicle, 100% cell-free pure enzyme wells;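 active = activation above the mean of all tested compounds plus 3 SD, set per screening campaign, cut at about 17% in these data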
DNA FID counter = displaces DNA intercalator in HCV helicase counter-screen | DNA fluorescent intercalator displacement, fluorescence | inhibition, % at 7.9 µM | 0.17% of 290,000 active; in the data active = inhibition above about 37%;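 also: 0% = vehicle and 100% = reference compound; higher means more ethidium bromide displaced from hairpin DNA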
UBC9 SUMO inh = blocks human SUMOylation mediated by UBC9; P63279; HTRF SUMOylation assay, SAE1/SAE2 + UBC9, in vitro; inhibition, % at 35 µM; 0.36% of 290,000 active; in the data active = inhibition above about 50%, passing the limit was not always enough; also: strong numbers were not always called active
pCIP destab = p/CIP protein destabilization | Q05BA5 | F442A p/CIP-EGFP cells, EGFP fluorescence, 16 h | decrease of EGFP signal, % at 10 µM | 0.01% of 290,000 active;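 active = EGFP signal decrease of at least 30% at 10 µM or well 3 SD below plate mean, unless failing retest; inactive = the rest, including hits failing retest or dose response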; also: some compounds called inactive have numbers as strong as hits; many of its hits are not listed in these tables
Target sequence (Q05BA5 1-1403): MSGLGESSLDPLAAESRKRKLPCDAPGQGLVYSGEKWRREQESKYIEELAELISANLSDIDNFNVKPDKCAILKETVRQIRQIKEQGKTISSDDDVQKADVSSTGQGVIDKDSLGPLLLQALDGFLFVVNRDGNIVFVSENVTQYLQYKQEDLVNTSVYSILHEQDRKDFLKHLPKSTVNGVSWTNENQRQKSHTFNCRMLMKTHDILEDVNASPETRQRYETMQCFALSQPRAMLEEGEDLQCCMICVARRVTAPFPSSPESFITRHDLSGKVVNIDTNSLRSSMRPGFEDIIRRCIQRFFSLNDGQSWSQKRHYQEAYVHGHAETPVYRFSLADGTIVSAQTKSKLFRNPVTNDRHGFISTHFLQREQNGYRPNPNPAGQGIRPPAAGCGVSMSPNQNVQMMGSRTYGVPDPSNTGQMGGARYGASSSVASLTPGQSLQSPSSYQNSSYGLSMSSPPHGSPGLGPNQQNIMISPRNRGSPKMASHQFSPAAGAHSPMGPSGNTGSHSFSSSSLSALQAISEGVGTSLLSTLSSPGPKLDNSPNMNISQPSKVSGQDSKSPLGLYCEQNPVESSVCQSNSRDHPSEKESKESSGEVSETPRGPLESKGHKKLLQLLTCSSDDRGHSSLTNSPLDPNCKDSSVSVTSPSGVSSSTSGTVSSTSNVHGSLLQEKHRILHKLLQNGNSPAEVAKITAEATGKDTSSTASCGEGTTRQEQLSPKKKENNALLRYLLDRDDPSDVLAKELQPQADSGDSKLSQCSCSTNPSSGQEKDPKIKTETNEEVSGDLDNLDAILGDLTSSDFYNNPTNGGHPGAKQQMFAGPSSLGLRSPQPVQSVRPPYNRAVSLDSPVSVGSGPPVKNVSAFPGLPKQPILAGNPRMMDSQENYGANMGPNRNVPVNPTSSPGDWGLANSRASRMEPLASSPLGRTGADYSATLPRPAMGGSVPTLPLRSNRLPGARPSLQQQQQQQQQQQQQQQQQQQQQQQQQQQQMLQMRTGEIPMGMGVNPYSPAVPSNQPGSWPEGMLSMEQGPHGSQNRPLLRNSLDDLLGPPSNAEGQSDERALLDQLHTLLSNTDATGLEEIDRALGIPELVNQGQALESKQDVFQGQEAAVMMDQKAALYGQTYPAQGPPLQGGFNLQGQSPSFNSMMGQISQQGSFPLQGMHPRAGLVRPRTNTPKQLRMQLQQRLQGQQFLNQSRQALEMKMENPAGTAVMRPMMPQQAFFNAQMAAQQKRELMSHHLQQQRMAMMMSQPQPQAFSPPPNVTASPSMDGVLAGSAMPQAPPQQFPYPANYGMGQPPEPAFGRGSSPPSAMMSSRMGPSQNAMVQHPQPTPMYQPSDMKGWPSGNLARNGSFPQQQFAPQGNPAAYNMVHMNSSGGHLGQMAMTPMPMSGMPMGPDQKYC
VIM-2 inhibitor = inhibitors of Pseudomonas aeruginosa VIM-2 metallo-beta-lactamase; 0.89% of 290,000 active; purified VIM-2, nitrocefin hydrolysis, epi-absorbance fluorescence; inhibition, % at 5.6 µM;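 active = inhibition above the mean of all tested compounds plus 3 SD, cutoff set per screening run, cut at about 7.5% in these data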;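 also: red hydrolysis product quenches plate fluorescence so inhibitors raise well fluorescence; 0% = enzyme with DMSO and 100% = DMSO without enzyme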
NS3 helicase inh = blocks Hepatitis C virus NS3 helicase unwinding; inhibition, % at 10.9 µM; 0.56% of 290,000 active; NS3 helicase DNA unwinding, Cy5 molecular beacon fluorescence;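 active = inhibition above the mean of all tested compounds plus 3 SD, set per campaign, cut at about 35% in these data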;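 also: 0% = DMSO wells and 100% = thioflavine S control wells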
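test system = hepatitis C virus NS3 helicase domain fragment enzyme | reagent = annealed dual-labelled DNA beacon duplex, ATP-started | times = 1 h at 25 °C | detection = Cy5 fluorescence, 0 and 60 min reads | read-out basis = percent inhibition from t60/t0 fluorescence ratio | control set = DMSO and thioflavine S | replication = one well per compound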
* hit, by the source's call.

Cc1ccc(C)c2sc(NC(=O)c3ccc(N4CCCCC4)c([N+](=O)[O-])c3)nc12 was read as IDE inh -5.3, PfM18AAP inh 4.0, IMP-1 inhibitor -2.4, IDE act 0.1, DNA FID counter 0.0, UBC9 SUMO inh -21.9, pCIP destab -11.1, VIM-2 inhibitor -4.3 and NS3 helicase inh -7.7.
Screening COc1cc([N+](=O)[O-])cc(/C=N/NC(=O)Cn2nc(C)cc2C)c1O returned IDE inh -7.3, PfM18AAP inh 0.1, IMP-1 inhibitor -4.9, IDE act 6.2, DNA FID counter -10.1, UBC9 SUMO inh -1.1, pCIP destab -1.8, VIM-2 inhibitor -4.1 and NS3 helicase inh -4.8.
Cc1cccc(NC(=O)c2c(O)c3ccccc3n(C)c2=O)c1 was read as IDE inh 1.3, PfM18AAP inh 2.3, IMP-1 inhibitor -2.3, IDE act 5.1, DNA FID counter -2.0, UBC9 SUMO inh 17.5, pCIP destab 4.4, VIM-2 inhibitor -1.9 and NS3 helicase inh 0.7.
For Cc1cccc(C(CC(=O)NCc2ccco2)c2ccccc2)c1O (stereo not given) the results were IDE inh -2.6, PfM18AAP inh 10.3, IMP-1 inhibitor -2.2, IDE act 3.2, DNA FID counter -13.6, UBC9 SUMO inh 5.7, pCIP destab -20.4, VIM-2 inhibitor -0.9 and NS3 helicase inh -2.0.
`Cc1nnsc1S(=O)(=O)Cc1ccccc1Cl` gave IDE inh 2.3, PfM18AAP inh 6.3, IMP-1 inhibitor -2.2, IDE act 6.0, DNA FID counter 0.7, UBC9 SUMO inh 8.3, pCIP destab -20.3, VIM-2 inhibitor 1.2 and NS3 helicase inh -3.9.
O=C(OCC(=O)N1CCCCCC1)c1ccc(Cl)c(S(=O)(=O)N2CCCC2)c1 was read as IDE inh 7.1, PfM18AAP inh 3.8, IMP-1 inhibitor -3.9, IDE act 2.1, DNA FID counter -19.5, UBC9 SUMO inh -1.1, pCIP destab 13.3, VIM-2 inhibitor -0.6 and NS3 helicase inh -4.7.
Screening O=C(CSc1nnc(NC(=O)c2ccc(F)cc2F)s1)NC1CC1 returned IDE inh 1.2, PfM18AAP inh -2.8, IMP-1 inhibitor -1.1, IDE act -0.4, DNA FID counter -11.7, UBC9 SUMO inh 14.0, pCIP destab -11.7, VIM-2 inhibitor -3.3 and NS3 helicase inh 25.7.
Screening O=C(O)c1ccc2c(c1)C(c1ccccc1)OC2=O (stereo not given) returned IDE inh -6.9, PfM18AAP inh -3.1, IMP-1 inhibitor -3.0, IDE act 5.1, DNA FID counter 3.8, UBC9 SUMO inh -16.4, pCIP destab -11.2, VIM-2 inhibitor 0.5 and NS3 helicase inh 2.1.
`O=C(CSc1cn[nH]n1)Nc1cccc(C(=O)O)c1` gave IDE inh -0.2, PfM18AAP inh 53.7*, IMP-1 inhibitor -1.7, IDE act 2.0, DNA FID counter -4.2, UBC9 SUMO inh 6.4, pCIP destab -10.6, VIM-2 inhibitor -2.1 and NS3 helicase inh -1.1.
CC1(C)CC(=O)C=C(NCc2cccnc2)C1 was read as IDE inh 1.1, PfM18AAP inh 6.4, IMP-1 inhibitor -3.1, IDE act 3.4, DNA FID counter -0.1, UBC9 SUMO inh 10.0, pCIP destab -27.3, VIM-2 inhibitor -1.1 and NS3 helicase inh -3.6.
For O=c1[nH]c(CSc2nnnn2-c2ccccc2)nc2ccccc12 the results were IDE inh 8.3, PfM18AAP inh -3.8, IMP-1 inhibitor -1.5, IDE act 3.7, DNA FID counter -5.5, UBC9 SUMO inh 12.3, pCIP destab 3.2, VIM-2 inhibitor -0.1 and NS3 helicase inh -2.6.
For CCCN1CCN(S(=O)(=O)c2ccc3c(c2)NC(=O)C(C)C(=O)N3)CC1 (stereo not given) the results were IDE inh 2.8, PfM18AAP inh -12.7, IMP-1 inhibitor -0.5, IDE act -0.6, DNA FID counter -3.6, UBC9 SUMO inh 10.4, pCIP destab 7.7, VIM-2 inhibitor -2.3 and NS3 helicase inh 0.5.
Screening Cc1ccc(S(=O)(=O)N2C(=O)CCC2C(=O)Nn2cnnc2)cc1 (stereo not given) returned IDE inh 5.6, PfM18AAP inh 66.2*, IMP-1 inhibitor -1.2, IDE act 1.1, DNA FID counter -4.6, UBC9 SUMO inh 3.7, pCIP destab -1.7, VIM-2 inhibitor -2.8 and NS3 helicase inh -2.1.
Screening CC(Oc1ccccc1)C(=O)NC1CC(C)(C)NC(C)(C)C1 (stereo not given) returned IDE inh 2.1, PfM18AAP inh 7.8, IMP-1 inhibitor 3.3, IDE act 2.9, DNA FID counter 4.5, UBC9 SUMO inh -5.3, pCIP destab -4.8, VIM-2 inhibitor 0.1 and NS3 helicase inh -4.7.
CC(C)NC(=O)NC(=O)CSc1nnc(-c2ccccc2F)n1N was read as IDE inh 1.8, PfM18AAP inh -8.9, IMP-1 inhibitor -1.7, IDE act -4.8, DNA FID counter -4.8, UBC9 SUMO inh 7.6, pCIP destab -20.3, VIM-2 inhibitor 0.8 and NS3 helicase inh 2.3.
COc1ccc(N2C(=O)C3C(c4ccc(OC)cc4O)NC(Cc4ccccc4)(C(=O)O)C3C2=O)cc1 (stereo not given) was read as IDE inh -3.6, PfM18AAP inh 17.0, IMP-1 inhibitor -2.7, IDE act 0.1, DNA FID counter -23.8, UBC9 SUMO inh 14.0, pCIP destab -10.1, VIM-2 inhibitor -2.8 and NS3 helicase inh 6.2.
CC[C@H]1OC(=O)[C@H](C)[C@@H](O[C@H]2C[C@@](C)(OC)[C@@H](O)[C@H](C)O2)[C@H](C)[C@@H](O[C@@H]2O[C@H](C)C[C@H](N(C)C)[C@H]2O)[C@](C)(OC)C[C@@H](C)C(=O)[C@H](C)[C@@H](O)[C@]1(C)O was read as IDE inh -2.3, PfM18AAP inh 3.6, IMP-1 inhibitor -0.3, IDE act 0.0, DNA FID counter 12.7, UBC9 SUMO inh -2.1, pCIP destab 0.1, VIM-2 inhibitor -2.3 and NS3 helicase inh -10.4.
`COc1ccc(NC(=O)C2CCC(CNC(=O)[C@@H]3Cc4ccccc4CN3)CC2)cc1` (stereo not given in full) gave IDE inh 10.8, PfM18AAP inh 2.2, IMP-1 inhibitor -1.3, IDE act 10.8, DNA FID counter 18.6, UBC9 SUMO inh 15.9, pCIP destab -1.6, VIM-2 inhibitor -2.2 and NS3 helicase inh 10.2.
Screening CN(CCO)c1cc(NCCCN2CCC(Cc3ccccc3)CC2)c2nonc2c1[N+](=O)[O-] returned IDE inh -0.6, PfM18AAP inh 1.3, IMP-1 inhibitor -4.0, IDE act 7.2, DNA FID counter 15.8, UBC9 SUMO inh 11.4, pCIP destab 2.8, VIM-2 inhibitor -5.3 and NS3 helicase inh -42.0.
`CCNS(=O)(=O)c1ccc(CCC(=O)NCc2ccncc2)cc1` gave IDE inh -4.5, PfM18AAP inh -7.7, IMP-1 inhibitor -1.3, IDE act 3.1, DNA FID counter 1.2, UBC9 SUMO inh 19.0, pCIP destab -11.6, VIM-2 inhibitor -1.4 and NS3 helicase inh 10.2.
For CCC(O)c1nc2ccccc2n1CCc1ccccc1 (stereo not given) the results were IDE inh 0.2, PfM18AAP inh 6.4, IMP-1 inhibitor -3.2, IDE act 9.0, DNA FID counter -17.6, UBC9 SUMO inh 15.1, pCIP destab -15.9, VIM-2 inhibitor -3.2 and NS3 helicase inh -7.3.
Screening O=c1oc(-c2cccs2)nc2sc3c(c12)CCC3 returned IDE inh -0.7, PfM18AAP inh -1.4, IMP-1 inhibitor -1.1, IDE act 2.4, DNA FID counter -0.1, UBC9 SUMO inh 51.0*, pCIP destab -60.9, VIM-2 inhibitor -4.2 and NS3 helicase inh 4.2.
CS(=O)(=O)N(CC(=O)NCc1ccncc1)C1CCCCC1 was read as IDE inh -3.3, PfM18AAP inh -0.6, IMP-1 inhibitor -3.6, IDE act 7.3, DNA FID counter 4.2, UBC9 SUMO inh -16.6, pCIP destab -9.5, VIM-2 inhibitor -2.0 and NS3 helicase inh 2.5.
Screening Cc1ccc(S(=O)(=O)Nc2cc(Cl)c(O)cc2C)cc1 returned IDE inh -3.3, PfM18AAP inh 7.7, IMP-1 inhibitor -2.0, IDE act 4.0, DNA FID counter -1.8, UBC9 SUMO inh 16.2, pCIP destab -2.4, VIM-2 inhibitor -2.4 and NS3 helicase inh 2.4.
For CC(C)N1C(=S)SC(C)(C)C1n1oc(=O)n(-c2cccc(Cl)c2)c1=O (stereo not given) the results were IDE inh 8.3, PfM18AAP inh 4.5, IMP-1 inhibitor -2.4, IDE act 1.0, DNA FID counter -1.6, UBC9 SUMO inh 6.1, pCIP destab -3.2, VIM-2 inhibitor -1.5 and NS3 helicase inh -15.8.
COCCNC(=O)c1csc(Nc2cccc3ccccc23)n1 was read as IDE inh 0.2, PfM18AAP inh -8.6, IMP-1 inhibitor -1.8, IDE act -6.4, DNA FID counter -15.3, UBC9 SUMO inh 19.0, pCIP destab -0.8, VIM-2 inhibitor -0.8 and NS3 helicase inh 3.4.
Cc1cc(O)c(NC(=O)c2cccc([N+](=O)[O-])c2)cc1C was read as IDE inh -0.4, PfM18AAP inh -2.2, IMP-1 inhibitor -1.5, IDE act 2.4, DNA FID counter 1.7, UBC9 SUMO inh 7.0, pCIP destab 2.7, VIM-2 inhibitor -1.2 and NS3 helicase inh 4.6.
For CCC(=O)Oc1ccc2c(c1)OC1(OC(C)=O)OC(C)CC1=C2C (stereo not given) the results were IDE inh 2.8, PfM18AAP inh 0.9, IMP-1 inhibitor -2.4, IDE act 2.3, DNA FID counter -17.3, UBC9 SUMO inh 20.7, pCIP destab -3.2, VIM-2 inhibitor -1.1 and NS3 helicase inh -3.0.
NC(=S)Cc1ccccc1Cl was read as IDE inh 2.5, PfM18AAP inh 6.0, IMP-1 inhibitor 2.5, IDE act -2.2, DNA FID counter -3.0, UBC9 SUMO inh 3.8, pCIP destab 4.8, VIM-2 inhibitor 0.3 and NS3 helicase inh 8.1.
`Cc1nc2cc(NC(=O)c3ccc([N+](=O)[O-])s3)ccc2s1` gave IDE inh -2.0, PfM18AAP inh 0.2, IMP-1 inhibitor -0.6, IDE act 4.0, DNA FID counter 12.3, UBC9 SUMO inh 3.2, pCIP destab -10.3, VIM-2 inhibitor -1.0 and NS3 helicase inh 6.9.
Screening COc1ccc(C(=O)Nn2c(SCC(=O)N3CCC(C)CC3)nc3ccccc3c2=O)cc1 returned IDE inh -1.5, PfM18AAP inh 4.7, IMP-1 inhibitor -0.4, IDE act -2.5, DNA FID counter -20.0, UBC9 SUMO inh -3.3, pCIP destab -11.6, VIM-2 inhibitor -1.6 and NS3 helicase inh -4.8.
`COc1ccc(S(=O)(=O)N(CC(=O)NCc2ccco2)c2ccccc2)cc1` gave IDE inh 7.5, PfM18AAP inh -5.5, IMP-1 inhibitor 0.4, IDE act 3.5, DNA FID counter -11.3, UBC9 SUMO inh -3.7, pCIP destab -0.4, VIM-2 inhibitor -2.7 and NS3 helicase inh 1.3.
`O=C(CNC(=O)c1ccccc1)NC1(C(=O)NC2CCCCC2)CCCCC1` gave IDE inh -8.6, PfM18AAP inh -1.3, IMP-1 inhibitor -1.6, IDE act 0.2, DNA FID counter -5.2, UBC9 SUMO inh -2.2, pCIP destab 11.7, VIM-2 inhibitor -1.6 and NS3 helicase inh 16.9.
